K1F lysis inhibition: inhibition of K1F phage lysis, E. coli UTI89, bacterial capsule biogenesis inhibitors, alamar blue (AID 488966). E. coli UTI89 K1F phage lysis, alamar blue, 2 h; higher % means a stronger effect. inhibition, % at 100 µM, or IC50 in µM where a hit was titrated. 340,000 tested, 0.02% active;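 active = phage lysis inhibition, versus mean bacterial control, above a set limit; inconclusive = no clear call, values can overlap the other calls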;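 note: capsule biogenesis inhibitors block K1F phage lysis so surviving cells raise fluorescence; higher fluorescence means more inhibition of phage lysis; actives were called in the ten point dose series up to 300 µM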
SV40 large T antigen: SV40 large T antigen inhibitors, biochemical (AID 1903); inhibition, % at 20 µM; hits with a dose series show IC50 in µM; SV40 large T antigen ATPase/helicase inhibition assay; higher % means a stronger effect; 310,000 tested, 0.39% active; in the data active = a potency from the dose series; inconclusive = inhibition mostly from about 32% at the one dose, without a potency; inactive = the rest, 99 in 100 with inhibition below about 32%; note: strong numbers were not always called active
RSV CPE inhibition: inhibition of RSV-induced cytopathic effect – HEp-2 cells, primary 10 µM value included (AID 2391); HEp-2 cells, RSV-induced CPE inhibition; higher % means a stronger effect; CPE inhibition, % at 10 µM; hits with a dose series show IC50 in µM; 310,000 tested, 0.13% active; in the data active = a potency from the dose series; inconclusive = CPE inhibition mostly from about 23% at the one dose, without a potency; inactive = the rest, 99 in 100 with CPE inhibition below about 21%; note: strong numbers were not always called active
TNAP activation fold: human TNAP enzyme activators, primary screen, biochemical, luminescent, no phosphate acceptor, uHTS (AID 1001); activation fold at 20 µM, or EC50 in µM where a hit was titrated; 200,000 tested, 0.03% active; purified TNAP, luminescent activation assay, no phosphate acceptor; higher activation fold means a stronger effect; in the data active = activation fold from about 3, or a potency from the dose series; inactive = the rest, 99 in 100 with activation fold below about 1.6; note: many of its hits are not listed in these tables
T cell HTS: modulates CD8 T cell binding to vesicles. 2C CD8+ T cell-vesicle binding, flow cytometry; active compounds read low. calls only at 7 µM. 330,000 tested, 0.068% active;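 active = response, share of CD8 T cells binding vesicles, and their 90th percentile fluorescence all below set limits, cut at about 80% in these data, passing the limit was not always enough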
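Material: murine 2C transgenic CD8+ T lymphocytes / Also added: QL9-peptide-loaded Drosophila micro-vesicles bearing Ld, ICAM-1 and B7-1 / Schedule: binding step 1.5 h, 37 °C, antibody labelling 20 min, ice / Signal: flow cytometry, PE anti-B7-1 (FL2) versus Alexa647 anti-CD8 (FL8), PFA-fixed / Evaluation: percent CD8+ FL2 mean versus row control / Benchmarks: naked versus QL9-loaded vesicles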
Myeloid diff 2: compounds promoting myeloid differentiation | ER-HoxA9 myeloid progenitors, lysozyme-GFP differentiation, flow cytometry | calls only at 10 µM | 360,000 tested, 1% active;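 active = normalized GFP-positive differentiation at or above the plate's own cutoff, the solvent-only control mean plus 3 SD; inconclusive = no clear call, values can overlap the other calls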;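 note: cells exposed to compound for four days before flow analysis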
NTR1 ag: agonists of NTR1, primary screen, imaging, U2OS cells, beta-arrestin-GFP, high content (AID 493036); P30989; NTR1-U2OS beta-arrestin-GFP spot imaging, agonist mode; activation, % at 20 µM; 330,000 tested, 0.17% active;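 active = activation at or above 40% of the spot to cytoplasm intensity ratio, with at least 20 cells analyzed; inconclusive = wells under 20 cells, flagged as cytotoxic or low count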;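 note: 0% = DMSO without peptide and 100% = 100 nM NTR1 peptide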
Target sequence (P30989 whole entry, looked up): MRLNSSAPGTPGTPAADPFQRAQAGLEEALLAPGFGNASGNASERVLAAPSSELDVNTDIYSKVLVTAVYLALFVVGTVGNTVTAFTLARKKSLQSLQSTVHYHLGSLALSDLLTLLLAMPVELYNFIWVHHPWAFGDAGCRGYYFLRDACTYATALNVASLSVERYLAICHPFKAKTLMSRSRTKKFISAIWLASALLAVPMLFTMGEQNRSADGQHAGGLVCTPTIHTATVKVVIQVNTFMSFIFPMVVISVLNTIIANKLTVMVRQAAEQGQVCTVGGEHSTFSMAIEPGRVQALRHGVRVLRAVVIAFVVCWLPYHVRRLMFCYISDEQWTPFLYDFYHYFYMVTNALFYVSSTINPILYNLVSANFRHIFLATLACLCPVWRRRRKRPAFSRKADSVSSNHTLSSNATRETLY
Salmonella PhoP GFP: PhoP-dependent GFP reporter repression – Salmonella Typhimurium, primary screen (AID 1863); one-dose inhibition, % at 50 µM; IC50 in µM for titrated hits; S. Typhimurium PhoP-regulated promoter GFP reporter, 4 h; higher % means a stronger effect; 300,000 tested, 0.16% active;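 active = inhibition over 29.93%, a cutoff 3 SD above the screen mean, later confirmed by dose response; inconclusive = inhibition over 29.93% but no dose response follow-up; inactive = inhibition at most 29.93% or unconfirmed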;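 note: 0% = low Mg2+ inducing control and 100% = high Mg2+ repressing control; strong numbers were not always called active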
Rac1 GTP hydrolysis: MgcRacGAP GTPase-activating activity inhibitors, confirmation, biochemical, ADP Hunter fluorescence. MgcRacGAP-stimulated Rac1 GTP hydrolysis, ADP Hunter fluorescence; higher % means a stronger effect; GST-tagged Rac1 F28L mutant substrate. inhibition, % at 30 µM; hits with a dose series show IC50 in µM. 340,000 tested, 0.6% active;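 active = first-screen hits whose inhibition reached a set limit at any dose in the follow-up dose series; inconclusive = inhibition above the set first-screen limit but never retested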;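 note: fluorescence reports GDP produced by GAP-driven GTP hydrolysis; strong numbers were not always called active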
T cell HTS vesicle-bound %: also measured in T cell HTS; calls as there; double positive events, %; measured here: CD8+ vesicle-bound cell fraction;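 binding gate set so that unloaded-vesicle control wells show 10% double positive cells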
NTR1 ag cell count 20 µM: further read-out of NTR1 ag, marked with its call; cell count; measured here: cell count, cytotoxicity flag
Myeloid diff 2 GFP+ MAC1+ %: further read-out of Myeloid diff 2, marked with its call; GFP+ MAC1+ double positive, %; measured here: differentiation confirmed by MAC1 staining
Numbers without * were called inactive; i = inactive; ? = inconclusive; . = not tested or not shown; + = active, no number; [ ] = dose if it differs, or a comment. An unsorted share of the library (roughly 2.3% active in at least one column).

SMILES | K1F lysis inhibition | SV40 large T antigen | RSV CPE inhibition | TNAP activation fold | T cell HTS | T cell HTS vesicle-bound % | Myeloid diff 2 | Myeloid diff 2 GFP+ MAC1+ % | NTR1 ag | NTR1 ag cell count 20 µM | Salmonella PhoP GFP | Rac1 GTP hydrolysis
Cn1cccc1/C=N/NC(=O)c1cc(-c2cccs2)nc2ccccc12 | 1.1%[50 µM] | 9% | 0.1% | 1 | i | 31 | i | 2.2 | 5.7 | 51 | -1% | 7%
O=C(c1cc2c(s1)CCCCC2)N1CCN(c2ncccn2)CC1 | 2.9% | -2% | 0.2% | 1.1 | i | 32 | i | 1.0 | 0.6 | 65 | 1% | 6%
COc1ccc(NC(=O)COC(=O)CC2CCCCC2)cc1 | 0.8%[50 µM] | . | 0.2% | . | i | 49 | i | 1.3 | 2.6 | 52 | . | 4%
COc1ccc(N2CCN(Cc3cc(OC)c(O)c([N+](=O)[O-])c3)CC2)cc1 | 4.2% | 27% | -0.3% | 1 | i | 30 | i | 0.3 | 0.4 | 58 | 8% | 28%
COc1ccc(C2=NN(C(=O)c3cccs3)C(c3ccccc3O)C2)cc1 (centres undefined) | -0.2% | 4% | 0.2% | 1 | i | 58 | i | 0.2 | 16 | 80 | 5% | 6%
CC(Nc1ncnc2ccccc12)c1ccccc1 (centres undefined) | 0.3% | 9% | 0.5% | . | i | 49 | i | 1.4 | 3.2 | 47 | 5% | 10%
Cc1ccc(N2CC(c3nc4ccccc4n3C)CC2=O)cc1 (centres undefined) | -0.6% | 6% | . | . | i | 27 | . | . | 2.5 | 50 | 0% | 12%
C/C(=C1\SC(N2CCOCC2)=NC1=O)c1ccccc1 | 0.0% | 15% | 1.8% | 1.2 | i | 46 | i | 2.8 | -0.8 | 77 | -5% | 9%
CCOC(=O)C1CCCN(CCC(=O)Nc2cc(OC)ccc2OC)C1 (centres undefined) | -0.5% | 7% | 0.0% | . | i | 46 | i | 0.6 | 1.4 | 66 | 17% | 2%
O=c1[nH]c(C2CCN(S(=O)(=O)c3ccc4c(c3)OCCO4)CC2)nc2c1nnn2Cc1c(F)cccc1Cl | -0.5% | 5% | 9.3µM* | . | i | 38 | i | 0.5 | 8.2 | 63 | 0% | 3%
COc1ccccc1C1/C(=C(/O)c2ccc(Cl)cc2)C(=O)C(=O)N1CCN1CCOCC1 (centres undefined) | 0.6% | 6% | 0.5% | 1 | i | 55 | i | 0.0 | 1.2 | 53 | 9% | 2%
Cc1cc(C(=O)Nc2ccccn2)no1 | 1.8% | 8% | 0.2% | 1.1 | i | 27 | i | 12 | 0.5 | 75 | 2% | 8%
COc1ccc(C(=O)COC(=O)CCn2nnc(-c3cccs3)n2)cc1 | 0.2% | -4% | 1.4% | 1 | i | 37 | i | 1.3 | 3.7 | 94 | 0% | 2%
O=C(NCc1ccc(F)cc1)C(=O)NCC1CCCN1S(=O)(=O)c1ccccc1 (centres undefined) | 0.1%[50 µM] | 21% | 0.4% | . | i | 50 | i | 1.1 | 1.5 | 35 | -6% | -6%
CCn1cc(C(=O)N2CCN(c3ccc(OC)cc3)CC2)c(=O)c2cc(S(=O)(=O)N3CCOCC3)ccc21 | 0.2% | -4% | 2.0% | . | i | 53 | i | 1.7 | 1.0 | 64 | -11% | 15%
CCN1C(=O)[C@H]2[C@@H](c3ccc(Cl)cc3)N3C(=O)CN(Cc4ccccc4)C(=O)[C@@]3(C)[C@H]2C1=O | 0.4% | 5% | 1.2% | . | i | 20 | i | 0.7 | -3.4 | 104 | -4% | 6%
NC(=O)C1CCN(C(=O)C(=O)c2cn(CC(=O)N3CCCC3)c3ccccc23)CC1 | -0.3% | 22% | 0.1% | . | i | 10 | i | 0.4 | -0.6 | 48 | 1% | 3%
NC(=O)c1ccc(NC(=O)COC(=O)c2ccc([N+](=O)[O-])cc2)cc1 | 1.2%[50 µM] | 6% | -0.3% | . | i | 32 | i | 1.0 | 1.8 | 61 | -10% | 12%
COc1ccccc1Nc1nc(C)c(C(=O)Nc2ccccc2)s1 | 1.0% | 9% | 6.6% | 1.1 | i | 26 | i | 0.2 | -0.1 | 43 | -6% | 14%
COc1ccc(N(CC(=O)NCc2ccccc2OC)S(=O)(=O)c2ccccc2[N+](=O)[O-])c(OC)c1 | 0.2% | 22% | -0.8% | 1.1 | i | 54 | i | 0.2 | 0.0 | 89 | -3% | 3%
O=C(O)c1cc(S(=O)(=O)NCCCN2CCCC2=O)ccc1Cl | i | . | . | . | i | 48 | i | 2.0 | 2.1 | 49 | . | -2%
Cc1ccc(/C=C/C(=O)Nc2ccc(S(=O)(=O)Nc3cc(C)nc(C)n3)cc2)cc1 | 0.1% | 14% | 1.6% | . | i | 12 | i | 0.0 | 1.0 | 52 | 5% | 9%
Cc1ccc(C)c(NS(=O)(=O)c2cc(C(=O)N3CCc4ccccc4C3)ccc2Cl)c1 | 3.0% | 3% | 20% | 1.1 | i | 20 | i | 2.6 | 23 | 61 | -6% | 6%
COc1cc(C=O)ccc1Oc1cnccn1 | 0.0% | 12% | 1.8% | 1.1 | i | 57 | i | 0.3 | 0.2 | 73 | 1% | 4%
Cc1ccc(Nc2nnc(SCn3nnc4ccccc4c3=O)s2)cc1 | 3.8% | 20% | 9.5% | 1.1 | i | 2 | i | 0.7 | 3.8 | 57 | -6% | 7%
CCOC(=O)Cn1c(=O)c2c(nc(N3CCCCC3)n2Cc2ccccc2)n(C)c1=O | -0.1% | 23% | 1.1% | 1.1 | i | 42 | i | 0.2 | 0.0 | 118 | 9% | 10%
O[C@@H]1CN(C2CCCCC2)CC[C@H]1N1CCN(CCc2ccccc2)CC1 | -0.1% | 13% | -0.9% | . | i | 20 | i | 0.2 | -0.1 | 72 | -4% | 5%
CCOC(=O)c1c(NC(=O)COC(=O)c2ccc(O)cc2)sc(C(=O)N(C)C)c1C | 0.1% | 5% | 1.6% | 1 | i | 45 | i | 0.2 | 7.3 | 25 | 1% | 7%
Cc1cccc(NC(=O)N2C3CCCC2CC(NC(=O)C(C)(C)C)C3)c1 (centres undefined) | -0.9% | -2% | 0.6% | . | i | 21 | i | 0.6 | 1.4 | 67 | 4% | -6%
Cn1cnnc1SCC(=O)c1ccc(O)c(O)c1 | -0.3% | ? | 0.9% | 0.6 | i | 62 | i | 0.2 | 4.2 | 47 | -3% | ?
COc1ccccc1-n1cnnc1SCC(=O)NC1CCCCC1 | 0.0% | . | 1.9% | . | i | 55 | i | 0.8 | -2.7 | 51 | . | 3%
Nc1cc(S(=O)(=O)N2CCCCC2)ccc1N1CCOCC1 | 0.5% | 4% | -0.4% | 1.1 | i | 30 | i | 0.7 | -0.7 | 64 | -1% | 7%
Cc1c(C(=O)OCC(=O)NCC2CCCO2)oc2ccccc12 (centres undefined) | -2.5% | . | . | . | i | 33 | i | 1.0 | -1.7 | 37 | . | 0%
Cc1ccc(C)c(CN2C(=O)CSc3ccc(C(=O)NCCN4CCOCC4)cc32)c1 | -0.5% | 7% | 0.3% | . | i | 4 | i | 0.6 | -0.8 | 54 | 5% | 6%
O=C(NNC(=O)C1CCN(c2ncccn2)CC1)c1ccc(F)cc1 | -0.8% | 3% | 0.2% | . | i | 52 | . | . | 1.0 | 55 | -3% | 2%
Cc1ccccc1C(=O)NCC(=O)NNC(=O)c1cccc(Cl)c1 | 0.4%[50 µM] | . | 2.9% | . | i | 21 | i | 1.2 | 2.5 | 43 | . | 5%
CC(=O)c1ccc(OCC(=O)c2ccc(-c3ccccc3)cc2)cc1 | 4.2% | 12% | ? | 1.1 | i | 40 | i | 0.7 | 0.1 | 43 | -2% | 9%
CCc1noc(C)c1C(=O)OC(C)C(=O)Nc1cc([N+](=O)[O-])ccc1OC (centres undefined) | 1.1%[50 µM] | 12% | -0.6% | . | i | 34 | i | 0.5 | 0.9 | 58 | -3% | 4%
CC(=O)Nc1cccc(C(=O)N2CCN(S(=O)(=O)c3ccc4ccccc4c3)CC2)c1 | 0.1% | 10% | 0.8% | . | i | 33 | i | 0.3 | -0.1 | 74 | 2% | 8%
COc1cc2sc(-c3ccc(S(C)(=O)=O)cc3)c(C#CCO)c2cc1OC | -0.6% | . | . | . | i | 16 | i | 3.7 | 7.7 | 52 | . | -10%
CCOc1ccc(NCc2ccccc2OCc2cccc(F)c2)cc1 | -4.0% | ? | 13% | 1.1 | i | 50 | i | 0.8 | 0.7 | 54 | -8% | ?
CCOC(=O)c1c(C)nc2sc(C(N)=O)c(N)c2c1-c1ccccc1 | 0.4% | 0% | -0.5% | 1.3 | i | 12 | i | 0.5 | 2.5 | 32 | 2% | 4%
Cc1cccc(N2CCN(S(=O)(=O)c3cn(C)cn3)CC2)c1C | 0.1% | 1% | -1.1% | . | i | 51 | i | 0.3 | -0.4 | 51 | 9% | .
COc1nc(-c2ccccc2)cc(-c2ccc3c(c2)OCO3)c1C#N | 0.8% | 3% | 7.0% | . | i | 54 | + | 5.0* | 3.4 | 55 | 1% | 7%
COc1ccc([N+](=O)[O-])cc1NC(=S)NC(=O)C(C)(C)C | 0.0% | 1% | 0.5% | 1.2 | i | 39 | i | 0.1 | 4.7 | 57 | -9% | 15%
O=C(O)c1ccccc1SC1CC(=O)N(c2ccccc2)C1=O (centres undefined) | -0.2%[50 µM] | 14% | 1.9% | 1.1 | i | 5 | i | 0.5 | 3.4 | 72 | -8% | 1%
O=C(NC1CC1)C1=C[C@H](c2ccc(C(F)(F)F)cc2)C[C@H](OCCCCO)O1 | 1.2% | 2% | -1.6% | . | i | 16 | i | 1.5 | 9.7 | 98 | 9% | -1%
Cc1ccc(-c2nc(CC(=O)Nc3cccc(S(=O)(=O)NC4=NCCC4)c3)cs2)cc1 | 0.5%[50 µM] | . | 2.7% | . | i | 37 | i | 0.7 | 1.2 | 56 | . | 4%
